# Bioassay records (PubChem)
# Pf gamet viab = inhibitors of late stage P. falciparum gametocyte viability | P. falciparum stage V gametocytes, ATP luminescence, 24 h | inhibition, % at 10.9 µM | 150,000 compounds, 0.065% hits;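 active = inhibition above the mean plus 3 SD of compounds within the control limits, set per campaign, cut at about 38% in these data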;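 also: 0% = DMSO wells and 100% = medium only without gametocytes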
# Avidin fluor = compound fluoresces at 488/530 nm on avidin beads | 220,000 compounds, 0.38% hits | AID 1775 | compound fluorescence 488/530 nm, flow cytometry; hits give high values | fluorescence (KMESF) at 10 µM; in the data active = fluorescence above about 47; also: inactives centre near 10
# Mcl1-Noxa inh = Mcl-1/Noxa interaction inhibition. Q07820. TR-FRET Mcl-1/Noxa peptide binding, 2 h. inhibition, % at 21.7 µM. 220,000 compounds, 1.5% hits. AID 1022;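 active = compounds that cut the protein-peptide binding signal by more than 50% relative to plate controls in a single-dose test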;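 also: His-tagged Mcl-1 with rhodamine Noxa BH3 peptide and terbium anti-His antibody; 0% = Mcl-1 plus Noxa peptide wells and 100% = peptide-only wells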
# RGS8-Gao = regulators of human RGS8-Galphao interaction; P09471; multiplexed bead flow cytometry, RGS8-Galphao binding; actives lie on both sides; response (percent of control binding), % at 10 µM; 220,000 compounds, 0.34% hits; in the data active = response below about 60% or above about 140%; inactive = in between;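 also: Galphao activated as the GDP aluminium fluoride complex binding bead-coupled RGS8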
# Target sequence (P09471 whole entry, looked up): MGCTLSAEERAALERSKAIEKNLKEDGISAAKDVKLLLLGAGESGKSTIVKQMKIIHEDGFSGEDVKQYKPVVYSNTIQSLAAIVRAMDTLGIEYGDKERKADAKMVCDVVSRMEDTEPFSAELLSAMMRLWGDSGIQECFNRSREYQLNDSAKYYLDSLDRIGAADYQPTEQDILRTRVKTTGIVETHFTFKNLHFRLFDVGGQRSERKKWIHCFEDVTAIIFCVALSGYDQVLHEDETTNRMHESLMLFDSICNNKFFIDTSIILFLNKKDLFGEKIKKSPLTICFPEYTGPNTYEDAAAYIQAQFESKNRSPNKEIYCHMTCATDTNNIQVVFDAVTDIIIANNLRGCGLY
# ABCG2 inh = human ABCG2 inhibition, ABCB1 as counter-screen; IgMXP3 cells, JC-1 efflux, flow cytometry; inhibition, % at 6.6 µM; 190,000 compounds, 0.1% hits;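 active = inhibition above 80%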;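 also: 0% = DMSO and 100% = nicardipine control wells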
# Target sequence (Q9UNQ0 whole entry, looked up): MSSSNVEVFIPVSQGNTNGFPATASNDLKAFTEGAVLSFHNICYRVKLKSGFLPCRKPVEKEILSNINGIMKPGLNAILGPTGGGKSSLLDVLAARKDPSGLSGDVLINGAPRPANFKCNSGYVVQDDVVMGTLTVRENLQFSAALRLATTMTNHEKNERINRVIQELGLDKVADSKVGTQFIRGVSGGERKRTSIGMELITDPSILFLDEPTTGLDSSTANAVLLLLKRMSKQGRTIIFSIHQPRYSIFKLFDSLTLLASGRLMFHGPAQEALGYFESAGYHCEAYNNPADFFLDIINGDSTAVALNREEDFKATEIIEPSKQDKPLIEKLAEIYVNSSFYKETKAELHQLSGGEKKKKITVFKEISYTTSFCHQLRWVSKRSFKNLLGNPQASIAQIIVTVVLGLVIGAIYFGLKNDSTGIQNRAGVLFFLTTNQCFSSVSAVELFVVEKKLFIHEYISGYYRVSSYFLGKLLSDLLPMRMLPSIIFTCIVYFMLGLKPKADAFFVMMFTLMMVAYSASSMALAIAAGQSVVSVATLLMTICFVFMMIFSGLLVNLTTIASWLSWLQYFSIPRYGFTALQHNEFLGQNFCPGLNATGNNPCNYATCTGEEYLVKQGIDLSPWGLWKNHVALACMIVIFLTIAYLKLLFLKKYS
#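 Test system: IgMXP3 (ABCG2) plus far-red-tagged CCRF-Adr (ABCB1) cells. Reagent: JC-1 dye as substrate. Timing: 10 min exposure at 25 °C with rotation, no wash. Measured by: flow cytometric JC-1 green MFI at 530 nm. Read-out: percent efflux inhibition, scaled nicardipine 100% to DMSO 0%. Control set: nicardipine and DMSO wells.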
# Mcl1-Bid inh = disrupts binding of human Mcl-1 to Bid peptide. Q07820. TR-FRET Mcl-1/Bid-Dy647 peptide binding, 1536-well. inhibition, % at 21.7 µM. 220,000 compounds, 0.97% hits. AID 1021;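 active = compounds that cut the binding signal by more than half at the single screening dose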;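 also: His-tagged Mcl-1 with europium anti-His antibody binding Bid BH3 peptide; 0% = Mcl-1 plus peptide wells and 100% = peptide-only wells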
# ABCB1 inh = human ABCB1 inhibition, ABCG2 as counter-screen; P08183; CCRF-Adr cells, JC-1 efflux, flow cytometry; 190,000 compounds, 0.067% hits; inhibition, % at 6.6 µM; in the data active = inhibition above about 40%;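 also: 0% = vehicle and 100% = reference inhibitor; higher value means more JC-1 retained so stronger ABCB1 efflux block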
# RGS4-Gao reg = modulates binding of RGS4 to human Galphao. P09471. Multiplexed bead flow cytometry; actives lie on both sides. binding response (% of control), % at 10 µM. 220,000 compounds, 0.33% hits; in the data active = binding response below about 49% or above about 150%; inactive = in between;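 also: fluorescent Galphao activated with aluminum fluoride binding bead-coupled RGS4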
# GSH bead fluor = GSH bead compound fluorescence profile; 190,000 compounds, 0.25% hits; GSH beads flow cytometry, compound fluorescence 488/530 nm; hits give high values; fluorescence (KMESF) at 10 µM; AID 1776; in the data active = fluorescence above about 89;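 also: glutathione beads carrying GST-tagged Bcl family fusion proteins plus one bare bead set; values are compound well signal with DMSO vehicle wells as background; inactives centre near 16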
# RGS7-Gao reg = human RGS7-Galphao interaction regulation | Multiplexed bead flow cytometry, RGS7-Galphao binding; actives lie on both sides | binding response (% of control), % at 10 µM | 220,000 compounds, 0.35% hits; in the data active = binding response below about 49% or above about 150%; inconclusive = no clear call, values can overlap the other calls; inactive = in between;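 also: fluorescent Galphao held in activated GDP-AlF4 state binding bead-coupled RGS7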
# Mcl-1 Bim block = human Bim-Mcl-1 interaction inhibition; Q07820; Bead-based flow cytometry, Bim peptide-Mcl-1 binding; inhibition, % at 10 µM; 190,000 compounds, 0.1% hits; in the data active = inhibition above about 40%;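 also: 0% = no compound tracer wells and 100% = peptide blocker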
# Numbers without * were called inactive; ? = inconclusive; . = not tested or not shown.
SMILES,Pf gamet viab,Avidin fluor,Mcl1-Noxa inh,RGS8-Gao,ABCG2 inh,Mcl1-Bid inh,ABCB1 inh,RGS4-Gao reg,GSH bead fluor,RGS7-Gao reg,Mcl-1 Bim block
CC(CCn1cccn1)NC(=O)CCc1nnc(CCc2ccccc2)o1 (stereo not given),-1,10,-6,100,0,-1,0.0,103,9,102,-1
CCOC(=O)CCc1c(C)c2ccc(OCc3cc([N+](=O)[O-])ccc3OC)c(C)c2oc1=O,27,15,28,104,17,45,1.9,100,10,94,-2
CC(CNC(=O)C(C)C)NC(=O)C(C)C (stereo not given),.,14,4,103,1,-17,0.4,100,21,99,-1
CCOC(=O)c1oc2cc(O)ccc2c(=O)c1-c1csc(C)n1,.,31,10,102,6,-17,-0.2,101,22,101,1
N#Cc1cccc(NC(=O)CCn2ccnc2)c1,.,12,1,101,7,-6,0.7,100,34,100,-3
Cn1ccnc1SCC(=O)c1ccc([N+](=O)[O-])cc1,.,9,4,99,6,-26,0.0,98,17,?,-2
CCOC(=O)c1cc(NCc2cccs2)ccc1N1CCOCC1,5,8,8,101,2,-56,0.6,102,24,100,2
Clc1nc(Nc2ccc(N3CCOCC3)cc2)c2ccccc2n1,.,6,16,96,5,-9,0.1,102,51,100,4
O=C(Nc1ccc(F)cc1)OCCOc1ccc(Br)cc1,.,5,-1,102,.,-3,.,107,.,?,.
COCC(=O)OCC(=O)c1cc(C)n(-c2ccc(Br)cc2)c1C,-3,8,5,97,4,-60,1.1,99,12,?,0
Cc1ccc(NC(=O)CN2CCN(c3ccccn3)CC2)cc1S(=O)(=O)N(C)C,.,12,8,101,-1,-9,-0.4,100,11,98,1
O=C(CSc1nc(-c2ccco2)cc(C(F)(F)F)n1)NCCCN1CCOCC1,14,8,11,97,1,-6,0.1,92,22,93,0
CC1=C(C(=O)NCc2ccccc2)C(c2ccccc2OCC(N)=O)NC(=O)N1 (stereo not given),.,6,-2,102,1,-36,0.6,101,25,103,-2
O=C(NCc1nc2ccccc2[nH]1)C1=C[C@@H](c2csc3ccccc23)C[C@@H](OCCCCO)O1,-10,7,0,101,.,-45,.,105,.,?,.
CC(=O)Nc1ccc(CN2CCC(CO)(CCOc3ccccc3)CC2)cc1,.,6,3,100,2,-47,0.6,101,19,99,-2
CSc1sc(-c2n[nH]c(=S)n2C)c2c1C=CCC2,-11,5,37,108,.,-31,.,116,.,?,.
COc1c(Cl)cc(Cl)cc1CNc1ccc(S(N)(=O)=O)cc1,.,5,-13,102,6,10,0.3,108,21,108,-5
CCCCc1c(O)nc(SCC(=O)NC(C)(C)C)n(-c2ccccc2C)c1=O,.,36,-7,99,3,-71,0.8,101,13,100,0
CC(=O)c1sc(NC(=O)c2cc3c(C)nn(-c4ccccc4)c3s2)nc1C,.,11,32,98,-3,21,-0.5,97,11,101,4
O=C(Nc1cccc(S(=O)(=O)NCc2ccco2)c1)c1cc(-c2ccc(F)cc2)nc2ccccc12,-6,6,-9,98,-3,-20,-0.6,95,6,101,26
CCOC(=O)c1c(NC(=O)C2c3ccccc3Oc3ccccc32)sc(C(=O)N(CC)CC)c1C,.,28,-4,100,76,-7,21,99,22,104,-7
COc1ccc(NC(=S)N(Cc2cccnc2)Cc2cc3cc(OC)c(OC)cc3[nH]c2=O)cc1,2,8,11,98,2,-78,0.6,98,16,101,0
O=C(Nc1ccccc1C(=O)N1CCOCC1)c1cccc(S(=O)(=O)N2CCCC2)c1,.,11,7,84,1,5,0.9,88,33,95,-2
CCOc1ccc(CCNC(=O)CSc2cc(=O)n(CC)c3ccccc23)cc1OCC,.,3,11,94,6,-1,-0.8,93,9,93,-3
CCOc1cc(/C=N/NC(=O)C(=O)NCc2cccnc2)ccc1O,15,10,9,99,1,-48,0.7,96,27,98,3
O=C(NCCn1ccc2ccccc21)C1CCCCC1,.,6,14,100,3,-26,0.6,98,17,101,-1
CN(C)/C=C(\C=N\OCc1ccc(Cl)cc1Cl)C(=O)Nc1ccc(Cl)c(Cl)c1,15,7,37,101,0,-33,-0.1,102,38,107,-2
COc1ccc(NC(=O)C2CCCCN2S(=O)(=O)c2ccc(F)cc2)cc1 (stereo not given),.,6,29,96,3,-16,0.8,97,21,100,4
CC(C)n1cc(/C=C2/SC(=O)N(CC(=O)N3CCCC3)C2=O)c2ccccc21,.,14,0,100,2,-47,0.7,99,19,99,0
O=C(c1cccs1)N(c1ccc(Br)cc1)C1C=CS(=O)(=O)C1 (stereo not given),-3,10,25,100,2,12,-1.2,101,17,95,3
CCOC(=O)c1nnsc1-c1ccc(-c2snnc2C(=O)OCC)cc1,.,8,-9,100,.,-4,.,96,.,?,.
CCc1ccc(N2CN=c3s/c(=C\c4ccccc4)c(=O)n3C2)cc1,24,6,19,94,.,9,.,85,.,?,.
COc1ccc([N+](=O)[O-])cc1NC(=O)CCC(=O)c1cccs1,.,27,15,108,1,-11,0.1,105,23,106,3
CSCCC(NC(=O)c1ccccc1)C(=O)OCC(=O)c1ccc[nH]1 (stereo not given),12,9,26,103,0,-59,0.5,98,5,97,-1
Cc1ccc2c(CC(=O)Nc3ccc(N4CCN(C)CC4)cc3C)coc2c1,4,6,14,102,0,-39,0.0,103,5,96,2
N#Cc1ccc(C23CC4(C2)[C@H](CN(Cc2ccc(C(F)(F)F)cc2)[C@@H]4c2ccccc2)C3c2ccc(Cl)nc2)cc1 (stereo not given in full),16,8,-20,101,.,-38,.,103,.,?,.
O=C(NC(=S)Nc1cccc([N+](=O)[O-])c1)c1ccco1,.,4,17,106,7,0,0.7,102,7,103,0
Cn1nnnc1SCC(=O)N(C1CCCCC1)C1CCS(=O)(=O)C1 (stereo not given),13,26,-1,107,1,-14,0.5,104,11,107,0
COCCSc1ccccc1C(=O)Nc1ccc(Cl)cc1,31,8,5,96,10,-46,0.9,97,17,?,0
CCCCSc1nnc2nc(C)cc(C)n12,.,5,14,102,5,-3,0.2,96,58,107,1

# An excerpt of these results, tab-delimited:
Compound	Pf gamet viab	Avidin fluor	Mcl1-Noxa inh	RGS8-Gao	ABCG2 inh	Mcl1-Bid inh	ABCB1 inh	RGS4-Gao reg	GSH bead fluor	RGS7-Gao reg	Mcl-1 Bim block
COc1ccc(NC(=S)N(Cc2cccnc2)Cc2cc3cc(OC)c(OC)cc3[nH]c2=O)cc1	2	8	11	98	2	-78	0.6	98	16	101	0
O=C(Nc1ccccc1C(=O)N1CCOCC1)c1cccc(S(=O)(=O)N2CCCC2)c1	.	11	7	84	1	5	0.9	88	33	95	-2

# Some of the entries above in another layout:
Molecule	Pf gamet viab	Avidin fluor	Mcl1-Noxa inh	RGS8-Gao	ABCG2 inh	Mcl1-Bid inh	ABCB1 inh	RGS4-Gao reg	GSH bead fluor	RGS7-Gao reg	Mcl-1 Bim block
CC(C)n1cc(/C=C2/SC(=O)N(CC(=O)N3CCCC3)C2=O)c2ccccc21	.	14	0	100	2	-47	0.7	99	19	99	0
CSCCC(NC(=O)c1ccccc1)C(=O)OCC(=O)c1ccc[nH]1 (stereo not given)	12	9	26	103	0	-59	0.5	98	5	97	-1
COCCSc1ccccc1C(=O)Nc1ccc(Cl)cc1	31	8	5	96	10	-46	0.9	97	17	?	0
COc1ccc(NC(=O)C2CCCCN2S(=O)(=O)c2ccc(F)cc2)cc1 (stereo not given)	.	6	29	96	3	-16	0.8	97	21	100	4

# (more compounds)
SMILES,Pf gamet viab,Avidin fluor,Mcl1-Noxa inh,RGS8-Gao,ABCG2 inh,Mcl1-Bid inh,ABCB1 inh,RGS4-Gao reg,GSH bead fluor,RGS7-Gao reg,Mcl-1 Bim block
O=C1c2ccccc2N2C(=O)c3ccccc3C2N1Cc1ccco1 (stereo not given),.,9,15,97,4,-6,-0.1,100,9,93,-1
CC(=O)Nc1ccc(NC(=O)Cn2cnc3c(cnn3C(C)(C)C)c2=O)cc1,.,6,-3,105,2,-19,0.4,98,9,101,2
COc1cc(/C=C(\C#N)c2nc3ccccc3[nH]2)ccc1Oc1ccc([N+](=O)[O-])cn1,.,7,50,99,0,-20,0.1,98,26,101,-3
Cc1n[nH]c(C)c1S(=O)(=O)N(CC(=O)NC1CCCC1)c1ccc(C(C)C)cc1,.,6,15,100,8,-10,1.6,100,28,99,0
CCCCCn1c(=O)[nH]c2cc(C(=O)NCCN(CC)CC)ccc2c1=O,.,10,15,101,-6,-17,-4.5,98,11,104,2
CNC(=S)NC1CC2CCC(C1)N2Cc1ccccc1 (stereo not given),.,8,20,106,0,-33,-0.2,102,19,102,0
CC(Oc1ccc(Cl)cc1)C(=O)Nc1sccc1C(N)=O (stereo not given),-6,6,10,97,8,-7,0.7,96,10,94,0
CCCC(C)NC(=O)COc1ccc(S(=O)(=O)N2CCCC2)cc1 (stereo not given),-10,7,14,104,3,-7,0.7,97,21,95,0
O=C(c1ccco1)N1CCN(C(=O)c2cc(-c3ccccn3)nc3ccc(Cl)cc23)CC1,20,10,64*,97,9,-6,2.3,94,31,93,0
O=C(O)CCC(=O)Nc1cccc(C(=O)Nc2cccc(Cl)c2)c1,12,21,27,103,1,4,0.0,105,10,99,2
COc1ccc(N2CCN(CCNC(=O)C3CCN(S(=O)(=O)c4cccs4)CC3)CC2)cc1,.,14,7,103,2,-28,0.7,101,16,101,-3
CCOC(=O)c1ccc(NC2c3ccccc3C(=O)N2c2ccccn2)cc1 (stereo not given),.,8,-16,100,3,-14,0.9,104,14,103,-3
Cc1ccc(S(=O)(=O)c2c(N)n(NC(=O)C3CC3)c3nc4ccccc4nc23)cc1,1,7,8,97,-1,17,-0.1,87,15,84,0
O=C1Nc2ccccc2C(O)(C(=O)NCc2ccco2)N1c1ccc(Cl)cc1 (stereo not given),.,8,11,99,1,-31,0.7,97,11,101,0
O=C(COCC(=O)Nc1cccc(C(F)(F)F)c1)Nc1cccc(C(F)(F)F)c1,18,29,5,97,5,2,0.2,94,24,96,-2
COc1ccc(O)c(C(=O)c2cnc3onc(C(C)C)c3c2)c1,4,39,4,101,59,-16,0.9,104,28,99,-7
CO/N=C/NC(=O)N1OC[C@@H]2COc3ccc4ccccc4c3[C@@H]21,.,8,18,99,2,12,0.3,99,12,100,-3
O=C(NCc1ccccc1Cl)c1ccc2nnsc2c1,18,5,15,101,.,13,.,101,.,?,.

# Individual results from the results shown:
# `CCCC(C)NC(=O)COc1ccc(S(=O)(=O)N2CCCC2)cc1` (stereo not given) in ABCG2 inh → 3
# `O=C(c1ccco1)N1CCN(C(=O)c2cc(-c3ccccn3)nc3ccc(Cl)cc23)CC1` in Pf gamet viab → 20
# `COc1cc(/C=C(\C#N)c2nc3ccccc3[nH]2)ccc1Oc1ccc([N+](=O)[O-])cn1` in Mcl1-Bid inh → -20
